SKN-1 inh: suppressors of acrylamide-induced Pgst-4::GFP reporter in worms, primary screen, SKN-1 inhibitor project, whole organism, uHTS, GFP/RFP fluorescence ratio, strain VP596. C. elegans VP596 Pgst-4::GFP/RFP ratio, 24 h. inhibition, % at 21.8 µM. hit rate 0.49% among 360,000. AID 624304, 2012;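 active = interference check ratio from 0.5 to 1.5 plus GFP to RFP signal ratio inhibition reaching or exceeding a fixed threshold, cut at about 30% in these data, passing the limit was not always enough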; note: some compounds called inactive have numbers as strong as hits
FAS TE block: FAS thioesterase domain inhibitors, primary screen, biochemical, fluorescence intensity, uHTS; hit rate 0.67% among 360,000; AID 602261, 2012; recombinant FAS-TE, OMFH fluorogenic substrate, fluorescence endpoint; inhibition, % at 15 µM;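 active = compounds whose normalised, plate-corrected inhibition of enzyme fluorescence in the single-dose primary screen is 50% or more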;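 note: 0% = DMSO with enzyme and 100% = substrate without enzyme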
MsrA inh: bovine MsrA enzyme inhibitors, primary screen, biochemical, absorbance, HTS. inhibition, % at 15.5 µM. AID 651718, 2012. hit rate 0.75% among 360,000. Methionine sulfoxide reductase A (Bos taurus). purified bovine MsrA, absorbance read-out; in the data active = inhibition above about 4.5%;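 note: 0% = vehicle wells with enzyme and 100% = reference inhibitor wells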
MsrA act: bovine MsrA enzyme activators, primary screen, biochemical, absorbance, HTS. purified bovine MsrA, absorbance read-out. activation, % at 10.6 µM. AID 602163, 2012. hit rate 0.3% among 360,000. Methionine sulfoxide reductase A (Bos taurus); in the data active = activation above about 7.5%;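 note: 0% = vehicle and 100% = reference activator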
NRP1-CendR mod: modulators of CendR peptide binding to NRP-1, primary screen, biochemical, fluorescence polarization, uHTS; FAM-RPARPAR peptide binding to NRP-1; Neuropilin-1 (Homo sapiens), O14786; inhibition, % at 25 µM; hit rate 0.85% among 360,000;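 active = inhibition or corrected inhibition above about 18%, plus a signal ratio from 0.5 to 1.5, limit read from the data, passing the limit was not always enough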; note: strong numbers were not always called active
Target sequence (O14786 whole entry, looked up): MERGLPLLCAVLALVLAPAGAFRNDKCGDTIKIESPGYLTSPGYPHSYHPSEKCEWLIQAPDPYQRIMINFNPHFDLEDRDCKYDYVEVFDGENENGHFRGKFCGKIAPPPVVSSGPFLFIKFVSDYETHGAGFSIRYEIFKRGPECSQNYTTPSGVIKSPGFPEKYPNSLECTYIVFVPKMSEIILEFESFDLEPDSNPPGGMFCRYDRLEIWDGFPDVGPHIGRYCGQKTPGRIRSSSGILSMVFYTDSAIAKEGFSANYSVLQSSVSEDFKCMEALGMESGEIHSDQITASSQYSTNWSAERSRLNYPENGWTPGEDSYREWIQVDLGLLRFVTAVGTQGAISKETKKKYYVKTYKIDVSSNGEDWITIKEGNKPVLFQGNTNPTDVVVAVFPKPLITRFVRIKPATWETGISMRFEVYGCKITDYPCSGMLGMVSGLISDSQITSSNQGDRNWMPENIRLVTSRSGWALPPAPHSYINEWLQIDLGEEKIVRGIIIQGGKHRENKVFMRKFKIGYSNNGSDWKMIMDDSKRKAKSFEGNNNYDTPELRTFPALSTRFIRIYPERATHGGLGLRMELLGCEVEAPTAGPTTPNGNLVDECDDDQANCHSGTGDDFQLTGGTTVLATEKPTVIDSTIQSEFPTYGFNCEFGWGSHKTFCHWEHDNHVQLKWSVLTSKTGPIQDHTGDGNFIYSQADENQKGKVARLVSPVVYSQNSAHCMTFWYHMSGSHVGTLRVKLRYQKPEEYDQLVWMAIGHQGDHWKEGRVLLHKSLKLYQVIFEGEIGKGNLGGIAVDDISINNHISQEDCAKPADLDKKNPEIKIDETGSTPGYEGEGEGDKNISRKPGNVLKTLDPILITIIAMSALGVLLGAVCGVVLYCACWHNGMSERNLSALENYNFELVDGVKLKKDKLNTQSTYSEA
MT1-MMP act inh: blockers of MT1-MMP proenzyme processing, primary screen, HT1080 RFP-PRO-GFP cells, GFP/RFP fluorescence; hit rate 0.061% among 360,000; GFP/RFP ratio fluorescence, overnight; percent of plate control window, DMSO zero; GFP/RFP ratio change, % at 20 µM; AID 651647, 2012; Matrix metalloproteinase-14 (Homo sapiens), P50281;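 active = GFP/RFP ratio change of at least 30% with cell ATP level not reduced by more than half and red fluorescence within 50% of control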; note: strong numbers were not always called active
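Test system: HT1080 cells expressing an RFP-PRO-GFP fluorescent reporter construct / Compound dosing: single-point 20 µM compound, 1% DMSO / Schedule: cells overnight before dosing, compound overnight, 37 °C, 5% CO2 / Evaluation: GFP/RFP fluorescence ratio / Control set: DMSO and RFP-L50D-GFP cell wells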
Neddyl block: inhibitors of cullin neddylation, primary screen, biochemical, TR-FRET, uHTS, NAE and Ubc12. NEDD8-conjugating enzyme Ubc12 (Homo sapiens) + NEDD8-activating enzyme E1 regulatory …. calls only at 25 µM. hit rate 0.58% among 360,000; in the data active = inhibition above about 36%
eLon inh: inhibitors of E. coli Lon protease, primary screen, biochemical, fluorescence polarization; inhibition, % at 7.94 µM; P0A9M0; hit rate 0.42% among 360,000; purified E. coli Lon protease; in the data active = inhibition above about 13%, passing the limit was not always enough;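 note: 0% = enzyme with probe and DMSO and 100% = no enzyme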
Rin1 Abl inh: inhibitors of Rin1-Abl protein binding, primary screen, biochemical, TR-FRET; inhibition, % at 7.35 µM; hit rate 0.4% among 360,000; AID 588664, 2011; in the data active = inhibition above about 5%, passing the limit was not always enough
The depositor's hits bear a star; i = inactive; x = not tested or not shown; & = joins results of further samples.

1) Cc1ccc(-n2[nH]c(C)c(C=Nc3ccc4[nH]c(=O)[nH]c4c3)c2=O)cc1C
2) COc1ccc(NC(=O)CSc2cc(C)ccc2C)cn1
3) Cn1cc(C=O)c2cc(S(=O)(=O)N3CCOCC3)ccc21
4) CCOc1ccc(-c2nnn(CC#N)n2)cc1OC
5) CC1(C(=O)NS(=O)(=O)c2ccc(C#N)cc2)CCN1C(=O)CCc1ccc(Cl)cc1Cl (configuration not stated)
6) COc1ccc(NS(=O)(=O)c2ccc(C)c(C(=O)NCC(c3cccs3)N3CCOCC3)c2)cc1 (configuration not stated)
screen / no.	1	2	3	4	5	6
SKN-1 inh	-3	4	0	23	14	7
FAS TE block	1	-1	-8	-1	42	-6
MsrA inh	2.4	-0.9	0.1	0.6	1.3	1.1
MsrA act	-8	-3	4	-2	-2	-3
NRP1-CendR mod	9	14	-1	8	10	6
MT1-MMP act inh	3	3	2	0	1	3
Neddyl block	x	i	i	i	i	i
eLon inh	0	-4	2	-1	14	1
Rin1 Abl inh	-2	5	-1	-2	0	-1

7) CCN(CC(=O)Nc1ccc(NC(C)=O)cc1)C(=O)C1COc2ccccc2O1 (configuration not stated)
8) NC(=O)NCc1cccnc1
9) Cc1cc(C)n(-c2ncc(-c3ccccc3)nn2)n1
10) COc1ccc(C(C#N)=C2C=CC(=NO)c3ccccc32)cc1
11) COc1cc(C2NC(=O)C(C#N)=C(S)N2c2ccc(C)cc2)ccc1OC(C)C (configuration not stated)
12) COc1cc(NC(=O)c2csc(-c3ccncc3)n2)cc(C(=O)Nc2cccc(C(F)(F)F)c2)c1
screen / no.	7	8	9	10	11	12
SKN-1 inh	-10	4	17	-7	-18	22&20
FAS TE block	-4	-2	1	-142	-2	22&19
MsrA inh	-0.5	-0.4	1.4	0.4	0.9	1.0&0.4
MsrA act	-5	-1	-2	-5	-8	-4&-4
NRP1-CendR mod	-2	6	-1	5	-11	-49&-10
MT1-MMP act inh	-4	-3	0	1	1	-1&-1
Neddyl block	i	i	i	i	i	i
eLon inh	0	-5	-3	2	-3	3&4
Rin1 Abl inh	-2	0	-1	-1	-3	0&4

13) O=C1CN(C(=O)c2cc([N+](=O)[O-])ccc2Cl)C(c2ccc(F)cc2)c2cc(F)ccc2N1 (configuration not stated)
14) CN(C)CCCCOc1ccccc1F
15) Cc1ccc(C)n1NC(=O)c1cccs1
16) CN(Cc1cccs1)C(=O)/C=C/c1ccccc1[N+](=O)[O-]
17) COc1ccc(N2CCN(CCC(O)c3ccc4ccccc4c3)CC2)cc1 (configuration not stated)
18) CC(C)(C)NC(=O)C1c2ccccc2OCC(=O)N1CCCN1CCOCC1 (configuration not stated)
screen / no.	13	14	15	16	17	18
SKN-1 inh	13	-8	-14	3	-25	-5
FAS TE block	75*	-4	-4	0	2	-12
MsrA inh	-0.7	0.0	3.4	0.6	-0.5	0.8
MsrA act	-1	-1	-8	-3	-12	-2
NRP1-CendR mod	-2	4	-13	18	10	-6
MT1-MMP act inh	-1	0	-11	-9	3	6
Neddyl block	i	i	i	i	i	i
eLon inh	-1	3	-9	4	3	0
Rin1 Abl inh	-2	0	5	-1	4	x

19) CCn1ncc(/C=N\NC(=O)c2ccc3c(c2)c(C)c(C)n3Cc2ccccc2)c1C
20) COC(=O)c1[nH]c2ccc(Cl)cc2c1NC(=O)CN1CCc2cc(OC)c(OC)cc2C1
21) Cc1ccc(S(=O)(=O)NC(=O)Cn2nnc(-c3ccccc3)c2COc2ccc3ccccc3c2)cc1
22) COc1ccccc1-c1ccc(SCC(=O)Nc2cc(C)on2)nn1
23) CCCc1cc(C(=O)Nc2cccc(Cl)c2C)no1
24) Cc1cc(Br)ccc1SCC(=O)OCC(=O)c1c(N)n(C)c(=O)n(C)c1=O
screen / no.	19	20	21	22	23	24
SKN-1 inh	9	6	23	-9	7	-9
FAS TE block	9	8	-29	4	3	5
MsrA inh	0.7	1.1	2.2	-0.6	0.4	0.1
MsrA act	-4	-5	-6	-9	-3	-2
NRP1-CendR mod	-1	3	-26	-6	2	-3
MT1-MMP act inh	1	4	3	1	1	1
Neddyl block	x	i	i	i	i	i
eLon inh	7	-4	-14	2	3	-2
Rin1 Abl inh	-1	0	-3	-5	2	-2

25) Cc1ccc(CC2(C)C(=O)Nc3c(Cl)cccc32)cc1 (configuration not stated)
26) CCc1[nH]nc2c1C1(CCN(C(=O)OCc3ccccc3)CC1)C(C#N)=C(N)O2
27) Cc1cc(F)ccc1-c1cc(C(=O)NCc2ccc(C(F)(F)F)cc2)[nH]n1
28) Cn1cccc1C(=O)NC(=O)COC(=O)CNS(=O)(=O)c1ccc(Br)cc1
29) CN(C)/C=C/C(=O)c1cnc(-c2ccccc2Cl)s1
30) CC1(C)Cc2c(sc3[nH]c(=S)[nH]c(=O)c23)CO1
screen / no.	25	26	27	28	29	30
SKN-1 inh	-1	-4	4	2	2	11
FAS TE block	4	12	24	-7	-3	-2
MsrA inh	-0.2	0.0	-0.9	0.9	1.9	3.0
MsrA act	-2	-2	-8	-4	-4	2
NRP1-CendR mod	2	2	5	3	8	5
MT1-MMP act inh	0	4	16	2	-7	5
Neddyl block	i	i	i	i	i	i
eLon inh	-10	-4	10	-1	-7	12
Rin1 Abl inh	0	-1	8	-1	-2	-1

31) CCn1c(COc2ccccc2C)nnc1SCC(=O)NC1CCCC1
32) O=c1oc2ccc(C#CC3(O)CCCCC3)cc2cc1-n1cc(-c2ccsc2)nn1
33) CC(C)(C)OC(=O)COc1cc(OCC(=O)OC(C)(C)C)c2c(=O)cc(-c3ccccc3)oc2c1
34) Cc1nn2c(=O)c3c4c(sc3nc2n1-c1ccccc1)COC(C)(C)C4
35) O=C(CNCc1ccc(Cl)cc1)Nc1ccc2c(c1)OCCO2
36) Cc1cc(NC(=O)CCC(=O)N(CC(=O)NC2CCCC2)Cc2ccc(F)cc2)no1
screen / no.	31	32	33	34	35	36
SKN-1 inh	-19	8	-1	17	8	13
FAS TE block	-7	1	28	0	3	-3
MsrA inh	0.3	0.4	0.6	1.4	0.0	-0.5
MsrA act	-8	0	-4	-3	2	-1
NRP1-CendR mod	9	16	-5	1	4	2
MT1-MMP act inh	6	4	-13	2	4	2
Neddyl block	i	i	i	i	i	i
eLon inh	-9	-14	1	11	-5	-1
Rin1 Abl inh	-4	1	3	1	1	0

Random excerpt: four compounds from above.
32) O=c1oc2ccc(C#CC3(O)CCCCC3)cc2cc1-n1cc(-c2ccsc2)nn1
34) Cc1nn2c(=O)c3c4c(sc3nc2n1-c1ccccc1)COC(C)(C)C4
35) O=C(CNCc1ccc(Cl)cc1)Nc1ccc2c(c1)OCCO2
33) CC(C)(C)OC(=O)COc1cc(OCC(=O)OC(C)(C)C)c2c(=O)cc(-c3ccccc3)oc2c1
screen / no.	32	34	35	33
SKN-1 inh	8	17	8	-1
FAS TE block	1	0	3	28
MsrA inh	0.4	1.4	0.0	0.6
MsrA act	0	-3	2	-4
NRP1-CendR mod	16	1	4	-5
MT1-MMP act inh	4	2	4	-13
Neddyl block	i	i	i	i
eLon inh	-14	11	-5	1
Rin1 Abl inh	1	1	1	3

More structures
37) Cc1ccc2c(CN3CCN(c4ccc(Cl)c(Cl)c4)CC3)cc(=O)oc2c1
38) O=c1[nH]c2ccc(Cl)cc2c(-c2ccccc2)c1CN1CCOCC1
39) CC(/C=C/c1ccco1)=N/NC(=O)CNc1ccccc1C
40) O=C1S/C(=C\c2ccccc2)C(=O)N1CC(O)Cn1c2ccccc2c2ccccc21 (configuration not stated)
41) Cc1c(NC(=O)c2cc(-c3ccc(F)cc3)on2)c(=O)n(-c2ccccc2)n1C
42) O=C(NCC1CCCO1)c1cc2n(n1)C(C(F)(F)F)CC(c1ccc(Br)cc1)N2 (configuration not stated)
screen / no.	37	38	39	40	41	42
SKN-1 inh	-13	12	-4	-3	6	-17
FAS TE block	28	4	-10	14	-6	-2
MsrA inh	-0.8	0.6	2.0	0.7	-0.2	1.5
MsrA act	-9	-5	-9	-3	-1	11*
NRP1-CendR mod	2	-20	-7	3	-6	14
MT1-MMP act inh	1	-4	-1	-2	-1	-4
Neddyl block	i	i	i	i	i	i
eLon inh	-1	-10	-4	4	2	-7
Rin1 Abl inh	5	-4	-1	-2	2	-2

43) Cc1ccccc1C(=O)NCC(=O)NNC(=S)NC(=O)c1ccccc1C
44) CC1CCN(C(=O)Cn2cc(C(=O)c3ccco3)c3ccccc32)CC1
45) O=C1OCc2cc(NC(=O)C3COc4ccccc4O3)ccc21 (configuration not stated)
46) CC(=O)c1ccc(-c2cnc3c(NC=O)cc(-c4ccc(N5CCN(C)CC5)cc4)cn23)cc1
47) COC(=O)c1cn(NC(=O)C2CCC(C)CC2)c(=O)c2ccccc12 (configuration not stated)
48) COC(=O)Nc1ccc(S(=O)(=O)N2CCC(C(=O)N3CCC(C)CC3)CC2)cc1
screen / no.	43	44	45	46	47	48
SKN-1 inh	-16	14	14	-6	12	-1
FAS TE block	-11	0	-3	-7	8	2
MsrA inh	-0.3	0.7	0.1	1.5	-0.4	1.1
MsrA act	1	-1	-1	-4	4	-10
NRP1-CendR mod	2	-8	-15	-24	-2	4
MT1-MMP act inh	-6	-5	-3	-10	4	-4
Neddyl block	i	i	i	i	i	i
eLon inh	0	1	-3	-25	-3	-1
Rin1 Abl inh	-5	-2	0	-3	1	1

Results in SKN-1 inh (2 entries from above):
cpd | structure | SKN-1 inh
47 | COC(=O)c1cn(NC(=O)C2CCC(C)CC2)c(=O)c2ccccc12 (configuration not stated) | 12
48 | COC(=O)Nc1ccc(S(=O)(=O)N2CCC(C(=O)N3CCC(C)CC3)CC2)cc1 | -1

Remaining list, next part:
49) O=C(Cc1ccc([N+](=O)[O-])cc1)c1c(O)cc(O)cc1O
50) COc1ccc(CNC(=O)c2c(C)nc3ccccn23)cc1
51) Fc1ccc(NCc2cccnc2)cc1F
52) CN(C)CCNS(=O)(=O)c1ccc(N2CCN(c3ccc(F)cc3)CC2)c([N+](=O)[O-])c1
53) O=C(NCc1ccccc1)C1c2ccccc2OCC(=O)N1Cc1ccccc1 (configuration not stated)
screen / no.	49	50	51	52	53
SKN-1 inh	-3	0	14	2	1
FAS TE block	6	-6	-11	-9	-10
MsrA inh	1.1	1.6	-1.1	-0.1	-0.4
MsrA act	-4	-1	5	0	-2
NRP1-CendR mod	-18	-2	10	8	12
MT1-MMP act inh	8	4	-18	6	3
Neddyl block	i	i	i	i	i
eLon inh	6	-2	11	3	-2
Rin1 Abl inh	0	1	-2	-8	x
